Source: PubChem
aGal spleen mod = inhibits or activates alpha-galactosidase in human spleen homogenate. human spleen homogenate, 4MU-alpha-Gal fluorescence, 40 min. Potency, µM (top dose mostly 80 µM), for the others: at the highest dose activity change, negative = inhibition, most hits filed as inhibitors. actives 0.008% (n = 240,000). AID 2107;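 note: potency is the fitted concentration of half-maximal effect; 0% = enzyme with vehicle and -100% = no enzyme basal signal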
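Inhibition or activation of alpha-galactosidase in human spleen homogenate is scored by 4-MU fluorescence after 40 min at 37C, pH 5.0, with 1 mM substrate. AC50s come from concentration-response fitted to the Hill equation.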
Luc counter = counter-screen: inhibitors of Kinase-Glo firefly luciferase | Q27757 | Kinase-Glo luciferase, ATP luminescence, 8 min | Potency, µM (highest dose often 38.3 µM), inactives show top-dose activity change, negative = inhibition, actives largely listed as inhibitors | actives 0.28% (n = 200,000) | AID 1379; note: potency is the fitted concentration of half-maximal effect; % is set by controls: 0 for no effect and ±100 for the full control effect; nearly all actives have a fitted effect of over 60% in size
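Recombinant Kinase-Glo luciferase, 10 uM ATP (linear range), luciferin; imidazole pH 7.2 / KCl / MgCl2 / Tween / BSA buffer; 8 min RT; luminescence.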
IMPase Li inh = IMPase inhibition in cells with lithium potentiation; CHO-M1 cells, IP1 TR-FRET (IP-One), carbachol + lithium; Potency, µM (series often up to 59.4 µM), for the others: at the top dose activity, negative = IMPase inhibition, most hits filed as inhibitors; actives 0.35% (n = 210,000);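 note: IP1 builds up when IMPase is blocked and the TR-FRET signal falls; potency is the fitted concentration of half-maximal effect; plate controls were basal vehicle for no effect and high inhibitor control for full effect; nearly all actives have a fitted effect of over 50% in size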
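CHO cells stably expressing M1 receptor (2000/well, cultured 16–30 h) treated 30 min at 37C with compound plus low lithium. Cytosolic IP1 by TR-FRET (665/620 ratio and 620 channel) after 10 min lysis; AC50 by Hill fit.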
NPSR antagonist = antagonists of human neuropeptide S receptor cAMP signaling; CHO-NPSR cells, cAMP TR-FRET, antagonist mode; actives 1% (n = 220,000); Q6W5P4; Potency, µM (doses to about 38.3 µM), without a hit: at the highest dose activity change, negative = inhibition, actives largely listed as inhibitors; note: potency is the fitted concentration of half-maximal effect; % is set by controls: 0 for no effect and ±100 for the full control effect; nearly all actives have a fitted effect of over 50% in size; many of its hits are not listed in these tables
Target sequence (Q6W5P4 whole entry, looked up): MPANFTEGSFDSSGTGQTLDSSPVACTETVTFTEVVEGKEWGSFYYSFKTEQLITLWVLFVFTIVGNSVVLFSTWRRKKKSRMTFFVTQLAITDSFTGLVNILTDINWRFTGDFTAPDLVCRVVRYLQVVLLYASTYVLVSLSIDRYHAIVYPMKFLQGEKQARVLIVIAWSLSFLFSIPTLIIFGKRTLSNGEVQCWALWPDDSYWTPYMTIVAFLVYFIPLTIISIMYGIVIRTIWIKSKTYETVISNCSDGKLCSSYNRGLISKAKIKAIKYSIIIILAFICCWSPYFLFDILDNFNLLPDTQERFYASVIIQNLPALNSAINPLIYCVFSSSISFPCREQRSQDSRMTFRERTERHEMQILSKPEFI
LMNA splice mod = LMNA splicing modulation. HeLa LMNA splicing GFP/RFP minigene ratio, 48 h. Potency, µM (titrated, usually from 46.1 µM), for the others: at the top dose ratio change, negative = inhibition, actives largely listed as inhibitors. actives 0.01% (n = 200,000); active = well fitted inhibition curve with a large enough effect in the signal ratio, with a control signal flat, not every such curve was filed as active; inconclusive = small, poorly fitted or top-dose-only effect, or effect the other way, or a change in a side signal; the % refers to the signal ratio; note: potency is the fitted concentration of half-maximal effect; % is set by controls: 0 for no effect and ±100 for the full control effect
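S3 HeLa stable clones carrying a lamin A-EGFP splicing minigene plus DsRed2 were seeded at 600 cells/well in Opti-MEM with 2% FBS, pin-dosed and incubated 48 h at 37°C. Acumen cytometry (488 nm) gave the GFP/RFP total-intensity ratio.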
CBFb-RUNX1 inh = CBF-beta/RUNX1 interaction disruption | Q01196+Q13951 | AlphaScreen CBFb-His/RUNX1-biotin binding, biochemical | Potency, µM (highest dose often 59.8 µM), inactives show at the highest dose activity, negative = inhibition, hits mostly inhibitors | 230,000 tested, under 10 active | AID 1477; note: % of control where 0% means no effect
Target sequence (Q01196 whole entry, looked up): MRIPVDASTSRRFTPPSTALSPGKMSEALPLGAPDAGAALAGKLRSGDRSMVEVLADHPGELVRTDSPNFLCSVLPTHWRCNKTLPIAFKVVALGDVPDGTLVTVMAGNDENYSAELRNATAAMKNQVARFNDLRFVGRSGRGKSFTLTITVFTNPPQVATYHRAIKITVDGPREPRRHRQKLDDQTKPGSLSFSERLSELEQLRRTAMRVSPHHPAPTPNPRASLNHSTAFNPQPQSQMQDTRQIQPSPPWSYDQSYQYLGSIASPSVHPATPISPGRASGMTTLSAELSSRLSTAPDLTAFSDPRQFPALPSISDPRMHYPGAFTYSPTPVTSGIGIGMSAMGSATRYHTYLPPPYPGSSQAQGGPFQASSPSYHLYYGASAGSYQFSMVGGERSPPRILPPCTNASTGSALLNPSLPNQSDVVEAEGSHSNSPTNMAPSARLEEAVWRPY
Target sequence (Q13951 whole entry, looked up): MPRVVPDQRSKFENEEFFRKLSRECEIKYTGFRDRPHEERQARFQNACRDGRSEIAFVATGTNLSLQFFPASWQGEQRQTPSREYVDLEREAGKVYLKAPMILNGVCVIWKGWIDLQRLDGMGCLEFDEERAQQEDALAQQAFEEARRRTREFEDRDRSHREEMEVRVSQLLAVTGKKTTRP
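Room-temperature protein-protein interaction test with 30 nM each of His-tagged CBF-beta and biotinylated RUNX1, 15 min with compound, then 90 min with nickel plus streptavidin beads. Signal read in AlphaScreen mode.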
Epigenetic reg = epigenetic control regulation, reporter derepression; actives 0.2% (n = 280,000); Potency, µM (highest dose often 53.9 µM), for inactives: top-dose GFP activation, actives largely listed as activators; murine LDR cells, GFP reporter derepression, 30 h; note: potency is the fitted concentration of half-maximal effect; % of control where 0% means no effect; nearly all actives have a fitted effect of over 60% in size
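In this reporter-derepression format, murine cells bearing a silenced integrated CMV-GFP locus incubate with test compound (30 h, 37 C), then are washed and imaged; fluorescent objects of 20–120 um count as induced cells.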
The depositor's hits bear a star; ? = inconclusive; . = no result given; & = joins results of further samples; [ ] = another dose, or the depositor's remark. Unless noted, calls come from the whole dose curve; as a rule, active = well fitted curve in the direction sought with a large enough effect; inconclusive = small, poorly fitted or top-dose-only effect, or another doubt; inactive = no such curve, though single readings can be large; an effect the other way counts as inactive or inconclusive. This is a subset (hit frequency here may not be typical).

1. C=CCN(CC=C)S(=O)(=O)c1ccc(F)cc1
2. CCOc1ccccc1NC(=O)C1CCN(C(=O)c2cccs2)CC1
3. CCc1ccc2oc(-c3cc(N)ccc3O)nc2c1
4. Cc1ccc(NC(=O)CN2C(=O)CN(C)C2=O)cc1S(=O)(=O)N1CCCCC1
5. COc1cccc(/C=c2\sc3nc(-c4cccs4)nn3c2=O)c1OC
6. CC1CCCN(c2ccc([N+](=O)[O-])cc2C(=O)c2ccccc2)C1 (centres undefined)
7. CCCCS(=O)(=O)N1C2=NC(C(=O)OC)=C(C(=O)OC)[C@@H]3N(C)c4ccccc4[C@]23C[C@H]1C(=O)OC
8. CCCCN1C(=O)c2ccc(C(=O)Nc3ccccc3N3CCOCC3)cc2C1=O

compound no.	1	2	3	4	5	6	7	8
NPSR antagonist	-23%[46.1 µM]	-2%	-12%[46.1 µM]	6%	-8%[46.1 µM]	-8%	.	-34%
LMNA splice mod	10%	-1%[46 µM]	-24%	11%[46 µM]	4%	0%	-4%[9.22 µM]	.
Epigenetic reg	-1.7%	-4.7%	0.6%	0.2%	-0.2%	0.0%	.	1.7%
aGal spleen mod	0%	-9%	1%	2%	-1%	-3%	-6%[17.5 µM]	3%
Luc counter	0%	-1%	-28%	9%	-4%	-2%	-5%[7.66 µM]	1%
IMPase Li inh	-1%[38.3 µM]	11%	16%[38.3 µM]	0%	4%[38.3 µM]	10%	0%	4%
CBFb-RUNX1 inh	7%	0%	-1%	-29%	-2%	-18%	-1%[13.1 µM]	3%

9. Cc1cc(C)[n+](-c2ccc(C(C)C)cc2)c2[nH]c(=O)[nH]c(=O)c12
10. c1ccc(-c2noc(CN3CCOCC3)n2)cc1
11. O=C(O)CC1S/C(=N/N=C/c2ccccn2)NC1=O (centres undefined)
12. COC(=O)c1cc2n(n1)CCN(Cc1ccc(OC)cc1)C2=O
13. CCN(c1ccccc1)S(=O)(=O)c1ccc(Cl)c(NC(=O)CSc2ncn[nH]2)c1
14. Cc1cc(C)nc(NC(=S)Nc2ccc(Br)cc2Cl)c1
15. O=C(Nc1nc(-c2ccc(Oc3ccccc3)cc2)cs1)C1=COCCO1
16. COc1ccc(S(=O)(=O)Nc2c(C)ccc3nsnc23)cc1OC

compound no.	9	10	11	12	13	14	15	16
NPSR antagonist	0%	-17%	-11%	-7%[46.1 µM]	8%	-13%	-11%	-10%[46.1 µM]
LMNA splice mod	4%	?	.	-5%	-13%	.	?	9%
Epigenetic reg	1.1%	-1.1%	0.5%	-1.2%	-1.1%	-0.1%	-1.0%	0.0%
aGal spleen mod	?	0%	-13%	12%	-2%	3%	-18%	9%
Luc counter	0%	-1%	.	0%	2%	2%	1%	-1%
IMPase Li inh	4%	3%	.	0%[38.3 µM]	-4%	?	11%	21%[38.3 µM]
CBFb-RUNX1 inh	-3%	3%	?	5%	-3%	2%	0%	6%

Entries of single compounds as entered above:
CCN(c1ccccc1)S(=O)(=O)c1ccc(Cl)c(NC(=O)CSc2ncn[nH]2)c1 reads NPSR antagonist: 8%; LMNA splice mod: -13%; Epigenetic reg: -1.1%; aGal spleen mod: -2%; Luc counter: 2%; IMPase Li inh: -4%; CBFb-RUNX1 inh: -3%
C=CCN(CC=C)S(=O)(=O)c1ccc(F)cc1 reads NPSR antagonist: -23%[46.1 µM]; LMNA splice mod: 10%; Epigenetic reg: -1.7%; aGal spleen mod: 0%; Luc counter: 0%; IMPase Li inh: -1%[38.3 µM]; CBFb-RUNX1 inh: 7%

(list continues)
17. COc1ncnc2c1oc1nc(C)c3c(c12)CC(C)(C)OC3
18. CCCCC(=O)NC(=S)Nc1cc([N+](=O)[O-])ccc1OC
19. Cc1csc(SCC(=O)Nc2nc3ccccc3s2)n1
20. COc1ccc(NS(=O)(=O)c2ccc(NC(=S)NC(=O)CC(C)C)cc2)cc1
21. Cc1ccc(Sc2ncccc2C(=O)O)cc1
22. CCOC(=O)c1c(C)sc2c1N(C(=O)CN(CC)CC)c1ccccc1S2
23. Cc1cc(C)n(CCOC(=O)c2sc3ccccc3c2Cl)n1
24. Fc1cccc(/C=N/Nc2ccccn2)c1

compound no.	17	18	19	20	21	22	23	24
NPSR antagonist	-7%	-19%	0%[46.1 µM]	-25%[46.1 µM]	11%	-6%[46.1 µM]	-13%[46.1 µM]	15%
LMNA splice mod	.	?	-6%	?	3%	-6%	1%	?
Epigenetic reg	3.0%	1.3%	0.0%	-1.0%	-0.3%	1.2%	-0.7%	2.9%
aGal spleen mod	8%	6%	-7%	8%	3%	-11%	6%	-8%
Luc counter	.	0%	4%	5%	1%	-3%	-3%	-15%
IMPase Li inh	.	-3%	12%[38.3 µM]	34%[38.3 µM]	1%	11%	-19%[38.3 µM]	8%
CBFb-RUNX1 inh	1%	-6%	3%	2%	-15%	-6%	8%	-11%

Values by screen from the entries so far.
aGal spleen mod, nos. 17 to 24, in order: 8%, 6%, -7%, 8%, 3%, -11%, 6%, -8%
Luc counter, nos. 17 to 24, in order: ., 0%, 4%, 5%, 1%, -3%, -3%, -15%

Later entries
25. CCCCOc1ccc(CSCCN=C(N)N)cc1
26. CCOC(=O)c1c(C)n(CC)c2ccc(OC(=O)c3ccc([N+](=O)[O-])cc3)cc12
27. COc1ccc(CC2(CO)CCN(Cc3cnn(C)c3)CC2)cc1
28. O=C(CN1CCCC1)Nc1ccc([N+](=O)[O-])cc1
29. O=c1c(-c2cc(F)cc(F)c2)nc2cncnc2n1-c1ccccc1
30. COc1ccccc1CN(C)C(C)C(=O)Nc1cccc(C(C)=O)c1 (centres undefined)
31. COc1ccc(CNC(=O)/C=C/c2ccccc2[N+](=O)[O-])cc1
32. COc1ccccc1N(CC(=O)Nc1ccc2c(c1)OCO2)S(=O)(=O)c1ccccc1

compound no.	25	26	27	28	29	30	31	32
NPSR antagonist	31%	-8%[46.1 µM]	-15%	12%	.	-5%	-14%	?
LMNA splice mod	?	-4%	22%[46 µM]	?	1%	20%[46 µM]	.	?
Epigenetic reg	1.1%	1.1%	0.4%	2.3%	.	-0.3%	-6.2%	0.0%
aGal spleen mod	1%	5%	6%	6%	6%	2%	-3%	-7%
Luc counter	0%	0%	0%	0%	.	0%	2%	-7%
IMPase Li inh	-1%	5%	8%	4%	-6%	5%	12%	-2%[38.3 µM]
CBFb-RUNX1 inh	-1%	-6%	3%	2%	.	1%	-4%	-4%

33. O=C(Nc1ccccc1Oc1ccccc1)c1cc([N+](=O)[O-])ccc1Cl
34. O=C(CNC(=O)C1CCCCC1)NCCCO
35. C=CCNCCOCCSc1ccc(Cl)cc1
36. CCc1ccc(NC(=O)Cn2c(=O)oc3cc(S(=O)(=O)N4CCOCC4)ccc32)cc1
37. C[C@H](NC(N)=O)C(=O)Nc1ccc2c(c1)OCO2
38. O=C(O)CCSc1ccc2ccccc2n1
39. CCn1nnnc1SCC(=O)Nc1nc(-c2cccs2)cs1
40. COCCCNC(=O)c1ccc(-n2nc(C(F)(F)F)cc2-c2cccs2)cc1

compound no.	33	34	35	36	37	38	39	40
NPSR antagonist	-8%	-3%[46.1 µM]	13%	-2%[46.1 µM]	4%	?	?	13%[46.1 µM]
LMNA splice mod	?	2%	2%	?	.	3%	-10%	?
Epigenetic reg	1.0%	5.3%	0.1%	0.8%	8.2%	-2.2%&-1.7%	4.7%	-1.5%
aGal spleen mod	5%	3%	-13%	-14%	9%	-8%&-1%	1%	14%
Luc counter	-1%	-1%	1%	1%	.	-9%&-3%	0%	-7%
IMPase Li inh	16%	-3%[38.3 µM]	4%	4%[38.3 µM]	.	14µM*	15%	29%[38.3 µM]
CBFb-RUNX1 inh	-29%	2%	2%	5%	21%	2%&2%	2%	-6%

Two compounds from above, showing only Epigenetic reg.
#	SMILES	Epigenetic reg
40	COCCCNC(=O)c1ccc(-n2nc(C(F)(F)F)cc2-c2cccs2)cc1	-1.5%
35	C=CCNCCOCCSc1ccc(Cl)cc1	0.1%

Other entries follow:
41. O=C(O)c1ccc(S(=O)(=O)c2ccc3c(c2)C(=O)N(NC(=O)c2cccnc2)C3=O)cc1
42. O=C1N2CCSC2=NC1(NS(=O)(=O)c1ccccc1)C(F)(F)F (centres undefined)
43. Fc1ccc([C@H]2CCNCC2COc2ccc3c(c2)OCO3)cc1 (some centres undefined)
44. O=C(CCc1nc2ccccc2n1-c1ccccc1)NCCO
45. O=C(Nc1ccc(Cl)cc1C(=O)NCC1CCCO1)c1ccc(Cl)cc1Cl (centres undefined)
46. CCSc1ncnc2c(C#N)c3n(c12)CCCCC3
47. COc1ccc(-n2c(CN3CCC(C)CC3)nc3ccc([N+](=O)[O-])cc3c2=O)c(OC)c1
48. O=C(O)c1ccc(N/N=C/C=C/c2ccccc2[N+](=O)[O-])cc1
49. Oc1ccccc1N1CCN(C(=S)Nc2ccc(SC(F)F)cc2)CC1
50. Cc1nn(-c2ccccc2)c(C)c1/C=N/N1CCN(Cc2ccccc2)CC1
51. N#CCSc1nnc(COc2ccccc2)n1-c1ccccc1

compound no.	41	42	43	44	45	46	47	48	49	50	51
NPSR antagonist	-7%[7.67 µM]	8%[46.1 µM]	.	6%	-31%	-2%[46.1 µM]	-37%	-15%	5%	.	?
LMNA splice mod	.	6%	.	6%	-5%	8%	.	?	-18%[46 µM]	.	4%
Epigenetic reg	0.0%	-1.0%	0.0%	-0.3%	0.0%	-1.0%	-0.1%	-2.1%	-2.9%	4.8%	0.9%
aGal spleen mod	3%	-1%	-12%	-5%	4%	-15%	5%	4%	-5%	-1%	1%
Luc counter	.	0%	-4%	-3%	5%	-1%	-5%	-7%	4%	-2%	2%
IMPase Li inh	.	-8%[38.3 µM]	28%	4%	6%	15%[38.3 µM]	-5%	?	16%	4%	14%
CBFb-RUNX1 inh	2%	3%	.	4%	2%	11%	-10%	-8%	-14%	-15%	7%
